12-LOX inh – ALOX12 (human) lipoxygenase inhibition. P18054. purified 12hLO, xylenol orange hydroperoxide absorbance. Potency, µM (titrated, usually from 108 µM), for the others: at the top dose activity change, negative = inhibition, actives largely listed as inhibitors. 580,000 compounds, 1.1% hits. AID 1671190; active = well fitted inhibition curve with a large enough effect; inconclusive = small, poorly fitted or top-dose-only effect, or another doubt; inactive = no such curve, though single readings can be large or run the other way
Target sequence (P18054 whole entry, looked up): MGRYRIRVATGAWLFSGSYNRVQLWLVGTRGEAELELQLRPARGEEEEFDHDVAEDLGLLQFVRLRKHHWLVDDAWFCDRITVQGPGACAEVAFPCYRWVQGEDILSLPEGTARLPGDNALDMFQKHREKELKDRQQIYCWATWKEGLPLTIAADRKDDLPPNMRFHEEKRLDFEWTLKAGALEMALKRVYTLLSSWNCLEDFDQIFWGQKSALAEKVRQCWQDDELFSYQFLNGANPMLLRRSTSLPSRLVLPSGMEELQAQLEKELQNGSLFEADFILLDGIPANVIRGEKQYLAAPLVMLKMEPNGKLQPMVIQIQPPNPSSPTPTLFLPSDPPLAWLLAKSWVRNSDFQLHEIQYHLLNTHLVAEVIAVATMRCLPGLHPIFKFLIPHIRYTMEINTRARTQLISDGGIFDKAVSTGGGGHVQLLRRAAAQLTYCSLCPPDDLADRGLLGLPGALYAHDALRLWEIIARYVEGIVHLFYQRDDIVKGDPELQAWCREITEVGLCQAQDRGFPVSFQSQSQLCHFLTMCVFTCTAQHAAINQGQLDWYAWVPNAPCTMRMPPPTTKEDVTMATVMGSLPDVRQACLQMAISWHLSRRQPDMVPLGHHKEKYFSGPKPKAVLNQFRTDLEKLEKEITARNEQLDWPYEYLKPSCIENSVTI
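Purified human 12hLO at 150 nM in 25 mM Hepes, 0.01% Triton X-100, pH 7.0, preincubated 15 min at room temperature with compound. Reaction started with 40 uM arachidonic acid, 30 min at room temperature. Hydroperoxide measured by Fe-xylenol orange, 573/405 nm absorbance ratio.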
* hit, by the source's call; ? = inconclusive; & = joins results of further samples; [ ] = dose if it differs, or a comment. % is scaled to controls: 0 for no effect and ±100 for the full control effect; potency is read from the fitted curve at half-maximal effect. Only part of the results is shown (hit frequency here may not be typical).

SMILES | 12-LOX inh
Oc1ccc(-c2nc(C3CC3)nc3c2CCN(Cc2ccc(OC(F)(F)F)cc2)CC3)cc1 | -11%
Cn1cc(CNC(=O)C[C@@H]2C[C@H]3O[C@H](CNC(=O)NC4CCCCC4)[C@@H](O)[C@H]3O2)cn1 | -4%
Cc1ccc(NC(=O)Cn2c(C)cc3nc4n(c(=O)c32)CCCCC4)c(Cl)c1 | 4%
COCCC(=O)NCC1Cc2cc(Cl)cc(-c3ccc4[nH]ccc4c3)c2O1 (centres undefined) | ?
CNC(=O)[C@@H]1C[C@H](Oc2ccccc2)CN1S(C)(=O)=O | 49%[activator]
Cc1cc2c(c(=O)o1)[C@@]1(C(=O)N(C)c3ccccc31)C1=C(CC3(CCCCC3)OC1=O)O2 | ?
Cc1cc(=O)n(CC(=O)N2CCN(c3ccccc3F)CC2)c(-c2ccc(F)cc2)n1 | 54%
CN(CC1CCOC1)S(=O)(=O)Cc1ccc(Cl)cc1 (centres undefined) | -8%
CC(C)CCN1CCC2(Cc3ccccc3CNC2=O)C1 (centres undefined) | 9%[12.5 µM]
O=C1CC(c2ccccc2)N(C(=O)CNC(=O)Nc2ccccc2)CCCCCCN1 (centres undefined) | 17%
CCOc1ccccc1CN1CC[C@H](c2n[nH]c(C)n2)[C@H](NC(=O)C2CC2)C1 | 88%[activator]
CCSc1ncc(CN2CCN(c3ccc4nccn4n3)CC2)cn1 | 1%
Cc1cccc(-c2cccc3c4c([nH]c23)[C@@H]2C[C@H](N(C)C(=O)Nc3ccccc3C)[C@H]([C@H](C)O)CN2CC4)c1 | -44%
Cc1cc(C(=O)N2c3ccccc3CC2c2nnc(C(C)C)o2)nn1C (centres undefined) | 16%
COc1ccc(CNC(=O)CC[C@H]2CNC(=O)[C@H]3NCC[C@H]3N2C)cc1 | 58%[activator][176 µM]
COc1ccc(C(=O)N2CCC(N3C[C@H](O)C[C@H]3C(=O)NC3CCCCC3)CC2)cc1OC | 33%
COc1ccc(Nc2ccc3nnc(-c4ccc(C)cn4)n3n2)cc1 | 50%[176 µM]
O=C(COc1ccccc1)N[C@H]1CO[C@H]2[C@@H]1OC[C@H]2OC(=O)Nc1cccc2ccccc12 | ?
COc1ccc(-c2noc(Nc3ccc4c(c3)OCCO4)n2)cc1 | 14%
O=C(COc1ccc(NC(=O)C2CC2)cn1)NC1CCN(Cc2ccccc2)CC1 | 11%
CN(CCO)C(=O)c1cn(C2CCCN(Cc3ccc(C(F)(F)F)cc3)C2)nn1 (centres undefined) | -12%
COCc1nnc(NC(=O)C[C@H]2NC(=O)c3ccccc3NC2=O)s1 | 17%
COCCC1(NS(=O)(=O)N(C)C)CCN(S(C)(=O)=O)CC1 | 5%
O=C(Cn1cnnn1)N1CCC2(CCCNC2=O)C1 (centres undefined) | 2%
CN1C[C@H](NCc2ccc(C(F)(F)F)cc2)CCC[C@@H](C(=O)N(C)Cc2cccnc2)CC1=O | 22%
COc1ccccc1N1CCCc2ncc(C(=O)N3CCCC[C@@H]3c3ccccc3)cc21 | 11%[176 µM]
COc1ccccc1CN1Cc2cc(NC(=O)c3ccc4c(c3)OCO4)ccc2OC(C)C1=O (centres undefined) | 2%
CC(C)CCNC(=O)c1c(OCC2CC2)cc(=O)n2c1CCOCC2 | 66%[activator]
COc1ccc(C(=O)N2CCC(N3C(=O)C4(CCCC4)C3c3ccccc3)CC2)cc1 (centres undefined) | 18%
COc1ccccc1C(=O)N[C@@H]1c2ccccc2C2(CCN(Cc3cnn(C)c3C)CC2)[C@H]1O | 12%
c1ccc(-c2nc(-c3ccncc3)no2)c(OC2CCN(C3CCCC3)C2)c1 (centres undefined) | 66%[activator]
COc1ccc(C2(C(=O)N3CCN(c4ncccn4)CC3)CCOCC2)cc1 | 8%[6.33 µM]
COCc1nc(C2CC(NC(=O)CN3C(=O)NC(=O)C3(C)C)C2)cc(=O)[nH]1 (centres undefined) | 56%[activator]
CC(C)(C)CN1CCOC[C@H]1c1ncc(-c2ccc(F)cc2)[nH]1 | 39%[activator][176 µM]
Cc1nn2c(c1-c1cccc3cn[nH]c13)N(C(=O)COc1ccccc1C(N)=O)CCC2 | 31%[activator][176 µM]
O=C(c1ccc2c(c1)OCO2)N1CCC2(CC1)CN[S+](=O)([O-])c1ccccc1N2 | 13%
Cc1ccc(CNC(=O)c2ccc(N3CC4CC(C3)[C@H]3CCCC(=O)N3C4)nc2)o1 (some centres undefined) | 29%
COc1cc(NC(=O)N2CCCC2c2nncn2C2CCCC2)cc(OC)c1 (centres undefined) | 0%
COc1ccc(N2CC(c3noc(-c4ccc(Cl)cc4OC)n3)CC2=O)cc1 (centres undefined) | 11%
O=C1CC(c2noc(-c3cc(F)ccc3F)n2)CN1c1ccc(Cl)cc1 (centres undefined) | -10%
O=C(c1ccccc1)N1CCCC2(CC(c3cccnc3)=NO2)C1 (centres undefined) | -1%[6.33 µM]
COCC(=O)NC1CCC12CCN(C(=O)C1CC1)CC2 (centres undefined) | 13%
Cc1cccc(C)c1-c1nc(C(=O)NC(C)C)n2ccccc12 | 21%[176 µM]
CCCn1cc(S(=O)(=O)N[C@H](CC)C2CC(O)C2)cn1 (some centres undefined) | 16%
CCN1C(=O)CCN(C(=O)c2cccs2)CC12CCOCC2 | 35%[activator]
O=C(c1cc(Br)cn2ccnc12)N1CCOCC1 | 57%&24%[activator][176 µM]
COC(=O)CO[C@@H]1CO[C@H]2[C@@H]1OC[C@@H]2NC(=O)Nc1cccc(C(F)(F)F)c1 | 29%[176 µM]
COCCO[C@H]1C(=O)N(C2CCNCC2)[C@H]1c1ccncc1 | 53%[activator]
CCC(=O)N1Cc2ccccc2CC2(CCCN(CC3CCNCC3)C2)C1 (centres undefined) | -2%[6.33 µM]
COC(=O)C1=C(C)N(C)C(=NCc2ccc3c(c2)OCO3)NC1c1cccc(Cl)c1 (centres undefined) | -16%
COc1ccc(Cl)cc1NC(=O)NCCc1noc(C2CC2)n1 | 1%
CCOCCN1C(=O)COC[C@@H]1[C@H](O)c1ccc(NC(=O)c2ccccc2)cc1 | 14%[176 µM]
COc1cccc(CNC(=O)N2c3ccccc3CC2c2noc(C3CCOCC3)n2)c1 (centres undefined) | 53%[activator]
O=C1NC2(Cc3ccccc31)CN(CC1CCNC1)C2 (centres undefined) | ?
O=C(C[C@H]1NC(=O)c2ccccc2NC1=O)Nc1cccc2[nH]ccc12 | 13%
CN(CC1CCOCC1)C(=O)Nc1ccc(Cl)cc1F | 1%
CC(C)C1=NOC2(CCCN([S+](=O)([O-])c3cccc(C(F)(F)F)c3)C2)C1 (centres undefined) | 9%[6.33 µM]
O=C(NC[C@H]1OC[C@@H](NC2CCC2)[C@@H]1O)Nc1ccccc1 | -24%[176 µM]
CN1CCCN(C[C@@H]2CN(C(=O)C3(Cn4cccn4)CC3)C[C@@H]2CO)CC1 | 10%
CC(C)Oc1ccc2c(NC(=O)CN3CCOCC3)nn(CC(F)(F)F)c2c1 | 10%

Later entries.
SMILES | 12-LOX inh
C[C@@]1(O)CCN(Cc2cccc(OC(F)F)c2)C[C@@H]1O | 28%
O=C(NC1CCCCC1)N1CC(c2nc(CCOCC3CC3)no2)C1 | 44%[activator]
O=C1NC(=NC2CCCCC2)C2(CCN(Cc3ccc(F)cc3)CC2)N1c1cc(F)cc(F)c1 | 13%[6.33 µM]
CCC(C)C(=O)N1CCC2(CC1)NCCc1c2[nH]c2ccc(OC)cc12 (centres undefined) | 31%
O=C(Cc1cccc(F)c1)NCC(=O)N1CCCCCNC(=O)CC1c1ccccc1 (centres undefined) | 33%
COc1ccc([C@@H](NC(=O)c2ccc(CSC)o2)C2CC(O)C2)cn1 (some centres undefined) | 26%
Cc1nc2cc(C(=O)N3CCC4(CC3)c3nc[nH]c3CCN4C)ccc2s1 | 70%[activator]
CCNC(=O)C1C(c2cccc(NC(=O)c3ccccc3)c2)OC(=O)N1Cc1ccc(C)cc1 (centres undefined) | -4%
CC(C)NC(=O)N(Cc1cccnc1)C1CNC1 | 23%
CC1C2CC(CC2C2CCCC(O)C2)C1(C)C (centres undefined) | 5%
OCC1CN(c2ccncn2)CC12CCN(Cc1c[nH]c3ccccc13)CC2 (centres undefined) | 44%[activator]
O=C(NCc1nc(-c2cnccn2)n[nH]1)[C@H]1CNC[C@H](C(=O)N2CCOCC2)C1 | 57%[activator]
CCCS(=O)(=O)N1CC(n2cc(C(=O)NCC3CC3)nn2)C1 | 21%
CN(Cc1ccc(-c2ccccc2)cc1)C(=O)c1ccc(C(F)(F)F)cc1 | -9%
O=C1CCN(Cc2ccc3c(c2)CCO3)CCOCCN1 | 36%[activator]
COc1ccc(NC(=O)O[C@@H]2CC[C@]3(C)C(CC[C@@H](O)[C@H]3CC(=O)N3CC[C@@H](O)C3)[C@]2(C)CO)cc1 (some centres undefined) | 4%
COC[C@@H]1CN(C(=O)c2ccc3[nH]ccc3c2)C[C@H]1c1nc(C)no1 | 42%[activator]
COc1ccccc1CNC1(Cc2cc(C(C)(C)C)on2)COC1 | 15%[176 µM]
O=C(NCc1ccccc1)C1=NO[C@@H]2CN(Cc3ccc(O)c(Cl)c3)C[C@H]12 | -1%[176 µM]
Cc1ccc(C(=O)N2CCN(C(=O)c3nnn4c3COC(c3ccccc3)C4)CC2)cc1F (centres undefined) | 2%
Cc1ccccc1-c1nccc2c(=O)cc(N(C)C3CCOCC3)oc12 | ?
C#CCNC(=O)C[C@@H]1C[C@@H](C(C)C)[C@H](CNS(C)(=O)=O)C=C1C | -24%[176 µM]
O=C(c1cn(-c2ccccc2)nn1)N1CCOC(c2ccc(F)cc2)C1 (centres undefined) | 21%
O=C1CC(c2ccccc2)N(Cc2cn[nH]c2-c2ccc(F)cc2)CCCCCN1 (centres undefined) | 19%
O=C(NCc1ccccc1)NC[C@H]1O[C@@H]2C[C@@H](CC(=O)N3CCOCC3)O[C@@H]2[C@@H]1O | 11%[176 µM]
CCOc1ccc2c(n1)CCN(C(=O)CC1CCCC1)C2 | 22%
O=C(c1ccc(Cl)cc1)N1CC2(CCCN2Cc2cc(F)c(F)c(F)c2)Cc2ccccc21 (centres undefined) | -1%[6.33 µM]
COc1ccc(-c2noc(-c3cccn3CC(=O)NC(C)C)n2)cc1F | 31%
CN(Cc1cc(-c2cccs2)n[nH]1)C(=O)c1cn(CCN)nn1 | 86%[activator]
COCc1[nH]nc2c1C(c1ccccc1)N(Cc1ccccc1)C2=O (centres undefined) | 0%
Cc1cc(-c2ccnc(-n3ncc(C(=O)NCC4CCCO4)c3C3CC3)n2)c(C)s1 (centres undefined) | -3%
O=C(CCC1CCCC1)N1CCCC(c2noc(COc3ccccc3F)n2)C1 (centres undefined) | -5%
COCCN1C(=O)c2cccn2CC1CNC(=O)c1cn[nH]c1-c1ccccc1 (centres undefined) | 11%
Cc1noc(-c2cn(C3CCN(C(=O)c4ccsc4)CC3)nn2)n1 | -7%
N#Cc1ccc(CN2CCC(C3CCNC3)CC2)cc1 (centres undefined) | -10%
O=C(Cc1ccccc1F)N1CCC2(CC1)CN(C1CCC1)CC2CO (centres undefined) | 82%[activator]
Cc1cc(N2CCN(C(=O)OC(C)(C)C)C[C@H]2C)ccc1Br | -17%
C#CCNC(=O)CC[C@@H]1CNC(=O)[C@@H]2C[C@H](NC(=O)Nc3ccc(F)cc3F)CN12 | 5%[176 µM]
Cc1oc2c(c1C(=O)N(C)C)CN(S(=O)(=O)c1ccccc1)CC2 | ?
CCn1ccnc1CNc1ccc(-c2nc(-c3ccccc3C)no2)cn1 | 113%[activator]
COc1cccc(C(=O)NCC2(COc3cccc(C)n3)C[C@@H](O)[C@@H](O)C2)c1 (some centres undefined) | 104%[activator][176 µM]
Cc1ccc(C(=O)NC(C(=O)N2CCCC2)C2CCN(C(=O)c3ccc4c(c3)OCO4)CC2)cc1 (centres undefined) | 22%
COC(=O)CC[C@H]1CNC(=O)[C@@H]2[C@@H](CCN2C(=O)NC(C)C)N1C | 49%[activator][176 µM]
CN(C(=O)c1ccc2oc(CCc3ccccc3)nc2c1)C1CCOC1 (centres undefined) | 10%
CCCN1C(=O)CCc2cc(NC(=O)c3ccc(C)cc3)ccc21 | 41%[activator]
COCCN1C(=O)[C@H]2CN(Cc3ccc(F)c(Br)c3)C[C@H]2C1=O | 50%[activator]
CC1NC(=O)c2ccccc2-n2c1nc1ccc(F)cc1c2=O (centres undefined) | 1%
COc1ccc(-c2cc(=O)c3c(O)c(OC)c(OC)cc3o2)cc1O | -19%
O=C(C1CCN(Cc2ccco2)CC1)N1CCCn2nc(CO)cc2C1 | 47%[activator]
C#CCNC(=O)c1cc(-c2ccc([S+](C)(=O)[O-])cc2)nc2c1cnn2C | -1%[6.33 µM]
NCC(=O)N1Cc2ccccc2CC2(CCN(CC3CCCC3)CC2)C1 | -2%[6.33 µM]
CN(C)c1ccc(CC(=O)N2CCn3nc(Cc4ccccc4)cc3C2)cc1 | 3%

Sorted by molecular weight (smallest number first): part of the list above.
SMILES | 12-LOX inh
CC1NC(=O)c2ccccc2-n2c1nc1ccc(F)cc1c2=O (centres undefined) | 1%
COc1ccc(-c2cc(=O)c3c(O)c(OC)c(OC)cc3o2)cc1O | -19%
NCC(=O)N1Cc2ccccc2CC2(CCN(CC3CCCC3)CC2)C1 | -2%[6.33 µM]
C#CCNC(=O)c1cc(-c2ccc([S+](C)(=O)[O-])cc2)nc2c1cnn2C | -1%[6.33 µM]
CN(C)c1ccc(CC(=O)N2CCn3nc(Cc4ccccc4)cc3C2)cc1 | 3%
Cc1cc(-c2ccnc(-n3ncc(C(=O)NCC4CCCO4)c3C3CC3)n2)c(C)s1 (centres undefined) | -3%
